# APOBEC3A inh: inhibitors of human APOBEC3A DNA deaminase. P31941. recombinant A3A, FAM/TAMRA ssDNA deamination fluorescence. inhibition, % at 20 µM. actives 0.41% (n = 330,000). AID 493011;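 active = at least 40% inhibition at 20 µM here, with at most 30% in a related deaminase screen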;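 note: plate controls were A3A with DMSO for no effect and wells lacking A3A enzyme for full effect; some results filed as inactive read as strong as hits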
# Target sequence (P31941 whole entry, looked up): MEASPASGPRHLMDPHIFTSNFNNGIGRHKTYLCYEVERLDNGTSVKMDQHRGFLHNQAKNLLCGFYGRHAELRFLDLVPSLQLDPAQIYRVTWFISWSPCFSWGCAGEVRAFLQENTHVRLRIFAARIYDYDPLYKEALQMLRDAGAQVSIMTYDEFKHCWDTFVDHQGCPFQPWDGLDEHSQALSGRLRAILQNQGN
# beta cell repl: MIN6 beta-cell proliferation induction; MIN6 cells proliferation, ATPlite luminescence, 48 h; cells starved in 0.2% serum; 100% = growth in 10% serum; proliferation, % at 10 µM; actives 0.29% (n = 330,000); AID 2380;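 active = compounds whose signal lies at least 3.5 SD above the mean of all wells on their plate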;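 note: 0% = DMSO-treated cells in low-serum medium and 100% = 10% serum control; some compounds called inactive have numbers as strong as hits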
# A3G deaminase: blocks human APOBEC3G single-stranded DNA deamination; Q9HC16; recombinant A3G, ssDNA deamination FAM/TAMRA fluorescence; inhibition, % at 20 µM; actives 0.28% (n = 330,000); AID 493012;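 active = inhibition of at least 40% at 20 µM, with no more than 30% in the related APOBEC3A deaminase screen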;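 note: plate controls were DMSO wells with A3G for no effect and wells lacking A3G enzyme for full effect; some compounds called inactive have numbers as strong as hits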
# Target sequence (Q9HC16 whole entry, looked up): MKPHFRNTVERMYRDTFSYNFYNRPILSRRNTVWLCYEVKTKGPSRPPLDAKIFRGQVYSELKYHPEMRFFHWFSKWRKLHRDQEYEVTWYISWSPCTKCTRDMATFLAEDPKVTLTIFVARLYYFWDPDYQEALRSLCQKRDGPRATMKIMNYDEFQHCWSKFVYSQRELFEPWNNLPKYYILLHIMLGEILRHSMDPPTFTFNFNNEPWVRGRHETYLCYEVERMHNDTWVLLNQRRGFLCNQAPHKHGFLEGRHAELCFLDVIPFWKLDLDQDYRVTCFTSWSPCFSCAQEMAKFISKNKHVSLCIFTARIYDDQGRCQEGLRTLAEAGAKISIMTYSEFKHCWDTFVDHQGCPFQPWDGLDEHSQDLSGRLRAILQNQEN
# hIAP activ: human IAP activation. P09923. actives 0.16% (n = 330,000). AID 2524. purified human IAP, CDP-Star luminescence, 30 min; stronger effect = higher value; 1 = vehicle-only enzyme, 0 = enzyme-free background. activation factor at 10 µM;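 active = activation factor of the enzyme at least 2-fold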; note: the source names both 10 and 20 µM as test concentration; values of inactives mirror those of a sister screen read the other way
# mIAP block: blocks mouse intestinal alkaline phosphatase; purified mouse IAP, CDP-Star luminescence, 30 min; inhibition, % at 10 µM; actives 0.2% (n = 330,000);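 active = inhibition of at least 40% at 10 µM in the primary screen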;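 note: plate controls were DMSO with enzyme for no effect and no enzyme wells for full effect; values of inactives mirror those of a sister screen read the other way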
# GRIN3A LBD mod: NR3A (human) ligand-binding domain modulation; actives 2.5% (n = 340,000); Tm shift relative to glycine control, % at 25 µM; NR3A LBD differential scanning fluorimetry, Tm shift; 0% = protein alone, 100% = glycine-bound protein; AID 1259313;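 active = melting temperature shift of at least 10% of the positive control shift, at one fixed dose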
# MPTP block: permeability transition pore inhibition; isolated mouse mitochondria, Ca2+ swelling absorbance, 30 min; actives 1.4% (n = 360,000); inhibition, % at 10 µM;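 active = inhibition of 50% or more, scaled per plate between neutral and stimulator controls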;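 note: 0% = DMSO wells given calcium and 100% = 1 mM EGTA wells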
# mIAP activ: mouse IAP activation. muIAP, CDP-Star luminescence, 30 min; stronger effect = higher value; 1 = vehicle-only enzyme signal, 0 = enzyme-free wells. activation factor at 10 µM. actives 0.24% (n = 330,000). AID 2805;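 active = activation factor of at least 2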; note: the source names both 10 and 20 µM as test concentration; values of inactives mirror those of a sister screen read the other way
#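 Assay system: mouse IAP enzyme / Compound: DMSO-dissolved test compounds / Timing: 30 min, room temperature / Measured by: luminescence from enzymatic CDP-Star hydrolysis / Control set: DMSO-only wells, enzyme-free buffer wells as negative control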
# hIAP block: blocks human intestinal alkaline phosphatase | P09923 | purified IAP, CDP-Star luminescence, 30 min | inhibition, % at 10 µM | actives 0.12% (n = 330,000) | AID 2544;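 active = inhibition reaching a set limit with compound at 10 µM in the primary screen, cut at about 35% in these data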;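 note: plate controls were DMSO wells with enzyme for no effect and no-enzyme buffer wells for full effect; values of inactives mirror those of a sister screen read the other way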
# * = called active by the depositor.
# The line under a structure holds: APOBEC3A inh, beta cell repl, A3G deaminase, hIAP activ, mIAP block, GRIN3A LBD mod, MPTP block, mIAP activ, hIAP block
CCOC(=O)CN(C(=O)COc1nc(C)cc(C)c1C#N)c1cccc(Cl)c1
    -5, -3, -11, 0.99, 2, 3, 1.4, 0.98, 1
O=C(O)c1ccc(N=Nc2c(O)ccc3ncccc23)cc1
    20, -1, 24, 0.91, 13, 12*, 8.9, 0.87, 9
Cc1ccc(-c2nnc(SCC(N)=O)nc2-c2ccc(C)cc2)cc1
    -16, 0, -23, 0.99, 6, -3, -0.6, 0.94, 1
CCCS(=O)(=O)c1c(S(=O)(=O)CCC)c2c3ccccc3ccn2c1C(=O)OC
    -3, -4, -3, 1.3, 4, -11, -0.1, 0.96, -29
Cc1ccc2c(c1)N(C(=O)CCC(=O)N1CCOCC1)CC(C)O2 (stereo unspecified)
    -2, 0, 0, 1.1, 5, -2, 0.5, 0.95, -6
CCOc1ccccc1NC(=O)C1CCN(S(=O)(=O)c2c(C)noc2C)CC1
    3, -3, 3, 0.94, 2, -1, -0.3, 0.98, 6
COC(=O)CCNc1n[nH]c(=O)[nH]c1=O
    0, 3, -4, 0.93, 4, 0, -0.8, 0.96, 7
Cc1cc(C)c(C#N)c(SCc2ccc(F)cc2)n1
    -2, 1, -9, 0.85, 8, 2, 3.8, 0.92, 14
COc1ccccc1N1CCN(C(=O)c2ccc(Cl)c(S(=O)(=O)N3CCCC3)c2)CC1
    9, -2, 0, 0.94, 1, 0, -1.2, 0.99, 6
Cc1cc(NC(=O)c2cc(C)on2)n(-c2ccccc2)n1
    1, 0, 0, 1.1, -4, 0, 1.3, 1, -7

# Look-ups from the entries so far:
# Cc1cc(NC(=O)c2cc(C)on2)n(-c2ccccc2)n1 in A3G deaminase is entered as 0
# Cc1ccc2c(c1)N(C(=O)CCC(=O)N1CCOCC1)CC(C)O2 (stereo unspecified) in mIAP activ is entered as 0.95
# CCCS(=O)(=O)c1c(S(=O)(=O)CCC)c2c3ccccc3ccn2c1C(=O)OC in hIAP block is entered as -29
# Cc1cc(C)c(C#N)c(SCc2ccc(F)cc2)n1 in APOBEC3A inh is entered as -2
# Cc1ccc(-c2nnc(SCC(N)=O)nc2-c2ccc(C)cc2)cc1 in MPTP block is entered as -0.6
# CCOc1ccccc1NC(=O)C1CCN(S(=O)(=O)c2c(C)noc2C)CC1 in mIAP activ is entered as 0.98

# Later entries
# The line under a structure holds: APOBEC3A inh, beta cell repl, A3G deaminase, hIAP activ, mIAP block, GRIN3A LBD mod, MPTP block, mIAP activ, hIAP block
O=C(O)c1ccc(N/N=C2/CCCc3ccccc32)cc1
    1, -3, -2, 1.1, 17, 1, 0.3, 0.83, -10
O=C(CN(Cc1ccc(Cl)cc1)C(=O)c1csnn1)NCc1ccccc1
    -2, -5, -4, 0.97, -3, -2, 0.1, 1, 3
Nc1cc(C(=O)OCC(=O)N2CCCC2=O)ccc1Cl
    -5, 2, -9, 1, 5, 1, -0.6, 0.95, -3
Cc1cc(C)n(CC2CC(=O)N(c3ccc(Cl)cc3)C2=O)n1 (stereo unspecified)
    1, -2, -2, 1.2, -9, 0, -1.6, 1.1, -22
CCOC(Cn1c(-c2ccc(OC)cc2)nc2ccccc21)OCC
    2, 3, -2, 0.95, -4, -3, 0.3, 1, 5
CC1CCCC(C)N1c1nnc(NC(=O)c2cc(-c3ccc(Br)cc3)on2)s1 (stereo unspecified)
    -4, -7, -9, 1.2, -2, -14, 2.6, 1, -22
Cn1c(=O)c(S(=O)C2CCCCC2)c(O)c2ccccc21 (stereo unspecified)
    -4, -2, -13, 0.99, -3, 1, 0.2, 1, 1
Cc1cc(C)cc(OCC(=O)Nc2ccc(N3CCN(C(=O)c4ccco4)CC3)cc2)c1
    -2, -3, -4, 1.1, -16, -1, 3.6, 1.2, -5
Cc1cc(C)n(CC(=O)NNC(=O)c2ccc(OC(F)(F)F)cc2)n1
    -4, -1, -7, 1.2, 0, -2, 0.3, 1, -18
NS(=O)(=O)c1ccc(NC(=S)N2CCN(c3ccc(Cl)c(Cl)c3)CC2)cc1
    -3, -3, -6, 1, 1, 7, 7.1, 0.99, -4
O=[N+]([O-])c1ccc(N(c2ccccc2)c2ccccc2)cc1
    5, -5, 1, 0.93, 10, -1, 0.2, 0.9, 7
Cc1ccc(-c2nnc(SCc3nc(N)nc(Nc4ccccc4C)n3)n2N)cc1
    -4, -1, -7, 0.91, 6, -5, -0.7, 0.94, 9
COC(=O)c1ccccc1-c1c2ccc(=N)cc-2oc2cc(N)ccc12
    -136, -7, -430, 0.62, -30, -31, 3.2, 1.3, 38*
CCCCC[n+]1ccn(C2=C([O-])c3ccccc3C(=O)/C2=N\S(=O)(=O)c2ccccc2)c1
    -3, -3, -3, 0.81, 10, -1, 2.4, 0.9, 19
CC(=O)Cc1ccccc1OCC(=O)O
    -4, -1, -3, 0.97, 9, 1, -0.8, 0.91, 2
COc1cccc(C(C)NC(=O)Nc2ccccc2Cl)c1 (stereo unspecified)
    2, -3, 1, 1.1, -11, 2, 10, 1.1, -12
Cc1ccc2nc(-c3ccccn3)c(NC3CCCC3)n2c1
    0, -5, 2, 1.1, -2, -8, 0.0, 1, -11
O=C(NCc1ccc2c(c1)OCO2)c1ccc2c(c1)N(Cc1c(F)cccc1Cl)C(=O)CS2
    2, -1, -8, 0.95, -2, 3, -1.7, 1, 5
Cc1ccc(S(=O)(=O)/C(=C/Cl)NC(=O)c2ccccc2)cc1
    7, -7, -4, 1.1, -2, 0, 0.9, 1, -8
CC(C)(C)C(=O)Nc1nnc(SCC(=O)NCc2ccco2)s1
    1, -2, -1, 1.1, -4, 1, 0.9, 1, -7

# Profiles, looked up by structure. Screens in order: APOBEC3A inh, beta cell repl, A3G deaminase, hIAP activ, mIAP block, GRIN3A LBD mod, MPTP block, mIAP activ, hIAP block
# `Cc1ccc(S(=O)(=O)/C(=C/Cl)NC(=O)c2ccccc2)cc1` is listed with 7, -7, -4, 1.1, -2, 0, 0.9, 1, -8
# `CC(=O)Cc1ccccc1OCC(=O)O` is listed with -4, -1, -3, 0.97, 9, 1, -0.8, 0.91, 2

# More records.
# The line under a structure holds: APOBEC3A inh, beta cell repl, A3G deaminase, hIAP activ, mIAP block, GRIN3A LBD mod, MPTP block, mIAP activ, hIAP block
CCc1c(C(=O)NC2CCCc3ccccc32)[nH]c(C)c1C(C)=O (stereo unspecified)
    -3, 1, -4, 0.97, -28, 3, -1.3, 1.3, 3
CCN(c1ccccc1)S(=O)(=O)c1ccc(OC)c(NC(=O)CN(C)C)c1
    1, -2, -3, 1, -5, 2, 0.5, 1, -3
O=C(O)c1cc2cc(Oc3ccccc3)ccc2[nH]1
    -5, -3, -6, 1, 7, 2, -0.6, 0.93, -4
Cc1c(CC(=O)NCCC(=O)O)c(=O)oc2cc3oc4c(c3cc12)CCCC4
    -5, 2, -5, 0.86, 4, -1, 0.6, 0.96, 14
CCOC(=O)c1sc(NCC2CCCO2)nc1C (stereo unspecified)
    -1, 0, 0, 0.95, 3, -2, -1.5, 0.97, 5
CCOc1cc(-c2c(C#N)c(N)nc3c2CCCC3)ccc1O
    -3, -3, 8, 1, -1, 0, 0.4, 1, -1
COc1ccc(N2CCN(S(=O)(=O)c3c(C(=O)N4CCOCC4)c(C)n(C)c3C)CC2)cc1
    -1, -1, 3, 1.1, -4, 1, 0.8, 1, -9
CC(C)C[C@H](NC(=O)c1nc[nH]c1C(=O)N1CCC(C)CC1)C(=O)OC(C)(C)C
    -6, 1, -7, 1.4, 5, -2, -0.3, 0.95, -39
CCc1ccc([C@H]2C(C(=O)O)=C[C@@H](CC3CCCC3)N2S(=O)(=O)c2ccc(C)cc2)cc1
    1, -5, -1, 0.96, 2, -3, 2.0, 0.98, 4
CCOP(=O)(OCC)C(C)(C)NC(=O)Nc1ccc(Cl)c(Cl)c1
    -1, 1, -8, 1.1, -53, 6, 3.5, 1.5, -7

# (continued)
mol | APOBEC3A inh | beta cell repl | A3G deaminase | hIAP activ | mIAP block | GRIN3A LBD mod | MPTP block | mIAP activ | hIAP block
Cn1cc(S(=O)(=O)N2CCOCC2)cc1C(=O)NCc1ccccc1Cl | -4 | 0 | -7 | 0.98 | -2 | 2 | -2.0 | 1 | 2
C=CCNC(=O)NC(=O)COC(=O)/C(C#N)=C/c1ccc(OC)cc1 | 0 | 3 | -4 | 1.2 | 1 | 0 | 1.2 | 0.99 | -17
Cc1ccccc1Cn1cc(/C=N/n2cnnc2)c2ccccc21 | 0 | 4 | -2 | 0.98 | 8 | -2 | -2.2 | 0.92 | 2
Nn1cnnc1N/N=C/c1ccccc1C(F)(F)F | 1 | -1 | -6 | 0.93 | 12 | 0 | 0.6 | 0.88 | 7
O=S(=O)(c1ccc(F)c(Cl)c1)N1CCN(C/C=C/c2ccccc2)CC1 | 0 | -6 | 0 | 0.95 | 11 | -3 | -1.0 | 0.89 | 5
COc1cc(C(=O)Nc2nccs2)cc(OC)c1OC | -1 | -2 | -5 | 1.1 | 6 | -1 | 2.8 | 0.94 | -14
Cc1cnc2c(c1)C(=O)c1ccccc1-2 | 3 | -3 | -9 | 0.92 | 4 | -1 | 1.1 | 0.96 | 8
COc1ccc(C(=O)N/N=C(\C)CC(=O)Nc2ccc3ccccc3c2)c(OC)c1 | -5 | -5 | -8 | 1.4 | -5 | -11 | -0.3 | 1 | -41
CC(=O)N1CCCc2ccc(NS(=O)(=O)c3ccc(C)c(C)c3)cc21 | -2 | -4 | -6 | 1 | -1 | -2 | 5.9 | 1 | -2
COc1cc(CNCCN(C)C)ccc1OCc1c(F)cccc1Cl | -1 | -4 | -12 | 1 | 8 | -2 | 0.1 | 0.92 | -1
CCc1ccc(NC(=O)CSc2nc3ccsc3c(=O)n2CCCCCC(=O)O)cc1 | -4 | 0 | -11 | 1.1 | 10 | -3 | 0.4 | 0.9 | -13
O=C(Nc1cc(S(=O)(=O)Nc2ccccc2F)ccc1Cl)c1ccc(F)cc1F | 1 | -5 | 0 | 1.1 | 2 | -10 | -0.4 | 0.98 | -13
CC(C)(C)c1cc(C(F)(F)F)c(C#N)c(=O)[nH]1 | 4 | -1 | 2 | 0.88 | -12 | 0 | -1.2 | 1.1 | 12
COc1ccc(CNC(=O)N2CCN(c3ccc(F)cc3)CC2)cc1Cl | 2 | 2 | 0 | 1 | 2 | 1 | 0.5 | 0.98 | -1
CCn1cc(S(=O)(=O)N2CCN(Cc3cccc(Cl)c3)CC2)cn1 | -2 | 0 | -5 | 1.1 | 5 | 1 | -1.5 | 0.95 | -6
Cc1ccc(O)c(CCc2ccccc2)n1 | -1 | 0 | -7 | 1.1 | 5 | -1 | 0.5 | 0.95 | -14
CCn1c(=O)c2c3c(sc2n(C)c1=O)CCC3 | 5 | 0 | 2 | 0.92 | 0 | 1 | -1.8 | 1 | 8
COc1cccc(C(c2sc3ncnn3c2O)N2CC(C)OC(C)C2)c1 (stereo unspecified) | -6 | 0 | -8 | 0.96 | 10 | 3 | -2.0 | 0.9 | 4
CC1(C(=O)OCC(=O)Nc2ccc(C(N)=O)cc2)CC1(Cl)Cl (stereo unspecified) | 3 | -1 | -4 | 1.2 | -9 | 0 | 4.9 | 1.1 | -16
COc1ncnc2c1sc1nc(-c3ccccc3)c3c(c12)CCCC3 | -2 | -6 | -4 | 1.1 | 7 | 1 | -0.9 | 0.93 | -8

# Screening data from PubChem BioAssay.
